Screening data (PubChem BioAssay)
Kir21 block – inhibitors of mouse Kir2.1 inward-rectifier potassium channel. HEK293-Kir2.1, FluxOR thallium flux fluorescence; stronger effect = lower value. B-score at 10 µM. 0.85% of 310,000 active. AID 1672, 2009;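 active = fluorescence ratio B-score at or below minus 3 SD of library scores, with starting-brightness B-score within 2 SD, cut at about -4.2 in these data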;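 note: channel flux triggered by added potassium and thallium sulfate stimulus; B-score of peak minus minimum fluorescence over baseline after thallium stimulus; more negative B-score means stronger Kir2.1 block with less thallium influx; some compounds called inactive have numbers as strong as hits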
Target sequence (P35561 whole entry, looked up): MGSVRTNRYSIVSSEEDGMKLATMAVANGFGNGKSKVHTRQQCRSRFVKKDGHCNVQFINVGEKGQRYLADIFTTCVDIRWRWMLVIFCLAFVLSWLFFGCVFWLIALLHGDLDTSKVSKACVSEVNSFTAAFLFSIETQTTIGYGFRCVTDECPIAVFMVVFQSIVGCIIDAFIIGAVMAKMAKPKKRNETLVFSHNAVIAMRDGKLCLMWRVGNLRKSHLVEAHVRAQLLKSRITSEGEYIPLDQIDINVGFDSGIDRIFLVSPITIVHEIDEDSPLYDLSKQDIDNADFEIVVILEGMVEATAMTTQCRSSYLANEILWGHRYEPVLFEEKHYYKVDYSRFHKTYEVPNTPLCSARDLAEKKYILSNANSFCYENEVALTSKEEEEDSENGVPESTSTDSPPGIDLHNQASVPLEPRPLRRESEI
CHT inh – inhibitors of human choline transporter CHT | B-score at 10 µM | 0.86% of 310,000 active | CHT-expressing cells, membrane potential dye, choline response; stronger effect = lower value | High affinity choline transporter 1 (Homo sapiens), Q9GZV3;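 active = B-score over 3 SD under the library average, and starting fluorescence ratio not unusually high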;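 note: choline stimulus applied at its EC90 after an EC20 pre-addition; B-score computed on integrated fluorescence ratio after choline addition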
Target sequence (Q9GZV3 whole entry, looked up): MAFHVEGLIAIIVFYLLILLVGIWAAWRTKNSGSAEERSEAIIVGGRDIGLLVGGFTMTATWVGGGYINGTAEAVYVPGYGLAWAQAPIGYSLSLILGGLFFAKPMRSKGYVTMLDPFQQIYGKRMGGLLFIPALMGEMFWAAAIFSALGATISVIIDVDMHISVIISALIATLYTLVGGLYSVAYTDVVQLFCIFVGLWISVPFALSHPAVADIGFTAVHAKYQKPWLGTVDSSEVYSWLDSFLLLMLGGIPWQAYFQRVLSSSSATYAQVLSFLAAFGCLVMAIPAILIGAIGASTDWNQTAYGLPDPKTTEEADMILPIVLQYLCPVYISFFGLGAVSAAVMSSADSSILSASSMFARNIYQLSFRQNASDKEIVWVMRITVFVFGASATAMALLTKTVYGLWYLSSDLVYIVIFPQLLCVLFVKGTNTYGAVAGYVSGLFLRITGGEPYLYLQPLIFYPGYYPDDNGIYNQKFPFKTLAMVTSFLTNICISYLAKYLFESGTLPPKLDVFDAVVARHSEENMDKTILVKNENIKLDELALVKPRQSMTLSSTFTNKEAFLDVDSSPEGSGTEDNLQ
Starred values were filed as active, the others as inactive.

What do the screens show for `NC(=S)N/N=C/c1ccc(-c2cccc([N+](=O)[O-])c2)o1`?
Kir21 block: 0.04; CHT inh: inactive

Results for CCCCCC(=O)NNC(=S)NC(C)=O ?
Kir21 block: -0.65; CHT inh: inactive

How did CC(=O)OC(C(=O)NC1CCCCC1)c1ccc(C)cc1 (stereo not given) do in these assays?
Kir21 block: -1.4; CHT inh: inactive

How did CN(C)c1ccc(S(=O)(=O)N(C)C)cc1[N+](=O)[O-] do in these assays?
Kir21 block: -0.54; CHT inh: inactive

What do the screens show for `COc1ccc(-n2nnnc2SCC(=O)c2ccc(OC)c(OC)c2)cc1`?
Kir21 block: 0.43; CHT inh: inactive

How did Clc1ccc2[nH]c(-c3ccccc3)cc2c1 do in these assays?
Kir21 block: -0.05; CHT inh: inactive

How did COCCNC(=O)c1c(CSc2ccc(Cl)cc2)noc1C(=O)NCc1ccccc1 do in these assays?
Kir21 block: -0.3; CHT inh: inactive

How did O=C(Nc1cccc(Cl)c1)C1COc2ccccc2O1 (stereo not given) do in these assays?
Kir21 block: 0.68; CHT inh: inactive

How did CCN(CC)P1(=O)OC(c2cc(OC)c(OC)c(OC)c2)=Nc2c1c(C)nn2-c1ccccc1 (stereo not given) do in these assays?
Kir21 block: -0.54; CHT inh: inactive

Results for O=C(CSc1nc(-c2ccccc2)ns1)NCC1CCCO1 (stereo not given) ?
Kir21 block: -0.99; CHT inh: inactive

Results for COc1cccc(C(=O)NC2CCCc3ccccc32)c1OC (stereo not given) ?
Kir21 block: 0.29; CHT inh: inactive

How did COc1cc(NS(=O)(=O)c2ccc(NC(=O)COc3ccccc3C)cc2)nc(OC)n1 do in these assays?
Kir21 block: 0.05; CHT inh: inactive

What do the screens show for `Cc1ccc(-c2nc(NC(=O)CSc3cc(C)c4ccccc4n3)ns2)cc1`?
Kir21 block: -0.52; CHT inh: inactive

Results for O=C(Cc1cccs1)N1CCN(c2nc(-c3ccc(Cl)cc3)cs2)CC1 ?
Kir21 block: -0.43; CHT inh: inactive

Results for Cc1ccc(S(=O)(=O)N2CCCC2C(=O)Nc2ccc(O)cc2)cc1 (stereo not given) ?
Kir21 block: 0.82; CHT inh: inactive

What do the screens show for `Cc1csc(NC(=O)c2ccc(OCC3CCCO3)cc2)n1` (stereo not given)?
Kir21 block: 0.97; CHT inh: inactive

What do the screens show for `Cc1ccc2cc(CN(C(=O)c3ccco3)c3ccccc3C)c(=O)[nH]c2c1`?
Kir21 block: -3.4; CHT inh: inactive

How did COc1ccc(C(=O)NCCSC2CCCCC2)cc1 do in these assays?
Kir21 block: 1.8; CHT inh: inactive

How did Cc1ccc(S(=O)(=O)N2CCCC2)cc1C(=O)NCc1ccccn1 do in these assays?
Kir21 block: 0; CHT inh: inactive

What do the screens show for `Cc1ccc(N2C(=O)CSC2c2cccs2)cc1` (stereo not given)?
Kir21 block: -1.9; CHT inh: inactive

Results for OCCC1CN(Cc2ccccc2-c2ccco2)CCN1C1CCCC1 (stereo not given) ?
Kir21 block: -2; CHT inh: inactive

Results for CC/C(=C\C(=O)c1cccnc1)Nc1ccc(C)c(C)c1 ?
Kir21 block: -1.9; CHT inh: inactive

How did COc1ccc(OC)c(C(C)NC(=O)C23CC4CC(CC(C4)C2)C3)c1 (stereo not given) do in these assays?
Kir21 block: -0.21; CHT inh: inactive

Results for CCCN(Cc1cc2cc(C)ccc2[nH]c1=O)C(=O)c1ccccn1 ?
Kir21 block: 1.5; CHT inh: inactive

Results for COC(=O)c1ccccc1OS(=O)(=O)N(C)C ?
Kir21 block: -0.05; CHT inh: inactive

What do the screens show for `O=C(O)c1cc(-c2ccco2)nc2cc3ccccc3cc12`?
Kir21 block: 2.4; CHT inh: inactive

What do the screens show for `CCOC(=O)N1CCN(C(=O)c2cn(C)c3ccc(S(=O)(=O)N4CCOCC4)cc3c2=O)CC1`?
Kir21 block: 0.41; CHT inh: inactive

Results for CCOC(=O)CC1=NN(c2ccccc2)C(=O)/C1=C\c1ccc(N(C)C)cc1 ?
Kir21 block: 0.52; CHT inh: inactive

What do the screens show for `CN(CC(=O)Nc1ccc(Cl)c(Cl)c1)C(=O)CC1OC(=O)c2ccccc21` (stereo not given)?
Kir21 block: -0.29; CHT inh: inactive

What do the screens show for `Cn1c(Cn2cnc([N+](=O)[O-])n2)nnc1SCC(=O)Nc1ccc(Br)cc1`?
Kir21 block: -1.6; CHT inh: inactive

How did Cc1ccc(S(=O)(=O)N2CCCC(NC(=O)N3CCN(c4ccccc4)CC3)C2)cc1 (stereo not given) do in these assays?
Kir21 block: 1.3; CHT inh: inactive

Results for CCO[C@@H]1OC(C(=O)N2CCOCC2)=C[C@H](C2CCCCC2)[C@H]1CCCO ?
Kir21 block: -0.13; CHT inh: inactive

What do the screens show for `COc1ccc(N2CCN(C(=O)Cn3cnc4sc(C)c(S(=O)(=O)N5CCOCC5)c4c3=O)CC2)cc1`?
Kir21 block: -1.2; CHT inh: inactive

Results for CCNC(=S)N/N=C/c1ccc(OCC(=O)Nc2ccc(OC)cc2)c(OC)c1 ?
Kir21 block: -0.44; CHT inh: inactive

How did Cn1c(CN2CCCCC2)nc2cc(NC(=O)c3ccc(Cl)cc3)ccc21 do in these assays?
Kir21 block: -1.3; CHT inh: inactive

How did CC(C)OP(=O)(CCP(=O)(OC(C)C)OC(C)C)OC(C)C do in these assays?
Kir21 block: -0.33; CHT inh: inactive

What do the screens show for `COc1ccc(C2NCCn3cccc32)cc1` (stereo not given)?
Kir21 block: -1.4; CHT inh: inactive

What do the screens show for `COC(=O)CCC(=O)NNC(=O)c1cccc(Br)c1`?
Kir21 block: -0.55; CHT inh: inactive

How did CCn1cc(CN2CCN(Cc3ccc(OC)c(C)c3C)C(CCO)C2)c(C)n1 (stereo not given) do in these assays?
Kir21 block: 0.27; CHT inh: inactive

Results for Cc1ccc(-c2nc(CCN3C(=O)c4ccccc4C3=O)cs2)cc1 ?
Kir21 block: -1.7; CHT inh: inactive

How did OCCN(Cc1ccccc1)Cc1ccc(Cl)cc1Cl do in these assays?
Kir21 block: -2.1; CHT inh: inactive

How did Oc1ccc(Nc2nc(-c3cccs3)cs2)cc1 do in these assays?
Kir21 block: -1.4; CHT inh: inactive

Results for NC(=O)c1nn(-c2ccccc2)nc1NC(=O)Cn1nnc(-c2ccccc2)n1 ?
Kir21 block: 0; CHT inh: inactive

How did CC(C)CNS(=O)(=O)c1ccc(S(=O)(=O)NC2CCOC(C)(C)C2)cc1 (stereo not given) do in these assays?
Kir21 block: 0.29; CHT inh: inactive

How did CCc1nc2ccccc2n1CCC(C)C do in these assays?
Kir21 block: 0.02; CHT inh: inactive

How did Cc1ccc(-n2[nH]c(C)c(/C=N/N3C(=O)c4cccc5cccc(c45)C3=O)c2=O)cc1 do in these assays?
Kir21 block: -0.02; CHT inh: inactive

How did O=C(CCn1cncn1)N1CCN(S(=O)(=O)c2ccc(Cl)cc2)CC1 do in these assays?
Kir21 block: 1.4; CHT inh: inactive

What do the screens show for `Cc1ccccc1C(=O)Nc1nnc(-c2ccc(F)cc2)o1`?
Kir21 block: 1.3; CHT inh: inactive

How did O=C(COC(=O)c1cc([N+](=O)[O-])ccc1NCCO)Nc1cccc(S(=O)(=O)N2CCCC2)c1 do in these assays?
Kir21 block: 1.6; CHT inh: inactive

Results for CCCCc1nc(Cl)c(C#N)c2c1CCCC2 ?
Kir21 block: -1.8; CHT inh: inactive

How did CCCCc1nnc(NC(=O)C2CC(=O)N(c3ccc(C)cc3)C2)s1 (stereo not given) do in these assays?
Kir21 block: 1.3; CHT inh: inactive

What do the screens show for `Cc1cccc(NCc2nc(SCC(=O)Nc3ccccc3Br)n[nH]2)c1`?
Kir21 block: -5*; CHT inh: inactive

How did Cc1oc(-c2ccc(Cl)cc2)nc1CS(=O)CC(=O)NCc1ccccn1 (stereo not given) do in these assays?
Kir21 block: 1.4; CHT inh: inactive

What do the screens show for `O=C(NC1CCCC1)C1C2C=CC3(CN(Cc4cccs4)C(=O)C13)O2` (stereo not given)?
Kir21 block: 1.9; CHT inh: inactive

What do the screens show for `c1ccc2c(c1)NC1(CCCCCC1)n1c-2nc2ccccc21`?
Kir21 block: 0.2; CHT inh: inactive

How did Cc1c(CCO)c(=O)n(-c2ccccc2)n1S(=O)(=O)c1ccc(Cl)cc1 do in these assays?
Kir21 block: -0.04; CHT inh: inactive

How did COc1ccc(C(=O)NCCCCNC(=O)c2ccc(OC)c(OC)c2)cc1OC do in these assays?
Kir21 block: -0.14; CHT inh: inactive

What do the screens show for `COc1cccc(-n2c(=O)c3c(C)c(C(=O)N(C)C)sc3n(CC(=O)NCCc3ccc(OC)c(OC)c3)c2=O)c1`?
Kir21 block: -4; CHT inh: inactive

Results for COc1ccccc1NS(=O)(=O)c1cccc(C(=O)NCc2ccncc2)c1 ?
Kir21 block: -0.72; CHT inh: inactive

How did CCOCCOc1nc(C)cc(C)c1S(=O)(=O)c1ccccc1C do in these assays?
Kir21 block: 0.59; CHT inh: inactive

How did CCOC(=O)c1sc(C)c2c(=O)n(CCCN3CCOCC3)cnc12 do in these assays?
Kir21 block: 0.82; CHT inh: inactive

How did OCCN(/C=N/c1nc(-c2ccc(Br)cc2)cs1)CCO do in these assays?
Kir21 block: 0.13; CHT inh: inactive

Results for COc1ccc2nc(SCC(=O)N3CCN(c4ccc(F)cc4)CC3)c(C#N)cc2c1 ?
Kir21 block: -0.16; CHT inh: inactive

Results for Cc1cnc(C(=O)OCC(=O)N2CCN(C(=O)c3ccco3)CC2)cn1 ?
Kir21 block: 0.61; CHT inh: inactive

What do the screens show for `Cc1ccc(S(=O)(=O)Nc2c(C)nn(C)c2C)c(C)c1`?
Kir21 block: -0.33; CHT inh: inactive

How did CCN=C(NCC)SC1CC(=O)N(CCc2ccccc2)C1=O (stereo not given) do in these assays?
Kir21 block: 1.1; CHT inh: inactive

What do the screens show for `CCc1cc2c(=O)n(C(C)C(=O)OC3CCCCC3)cnc2s1` (stereo not given)?
Kir21 block: 0.1; CHT inh: inactive

Results for CCc1nnc(NC(=O)CCC(=O)NC2CCCc3ccccc32)s1 (stereo not given) ?
Kir21 block: 0.06; CHT inh: inactive

Results for Cc1cccc(N(C)S(=O)(=O)c2ccc3[nH]c(=O)c(=O)[nH]c3c2)c1 ?
Kir21 block: 0.92; CHT inh: inactive

Results for CCOC(=O)c1cc([N+](=O)[O-])sc1NC(=O)CC ?
Kir21 block: 0.9; CHT inh: inactive

Results for CC(=O)Nc1ccc(NC(=O)c2ccc3c(c2)CCN3S(C)(=O)=O)cc1 ?
Kir21 block: 0.72; CHT inh: inactive

What do the screens show for `O=C(CCCCn1c(=O)[nH]c2ccsc2c1=O)NCc1cccnc1`?
Kir21 block: 0.02; CHT inh: inactive

Results for Cc1nonc1CN(C)C(=O)CC1C(=O)NCCN1Cc1ccc(F)c(F)c1 (stereo not given) ?
Kir21 block: -0.49; CHT inh: inactive

How did CCOc1ccc(C(=O)CN2CCN(S(=O)(=O)c3ccc(OC)cc3)CC2)cc1 do in these assays?
Kir21 block: -0.17; CHT inh: inactive

How did O=C(c1ccc(-c2cccc(Cl)c2Cl)o1)N1CCOCC1 do in these assays?
Kir21 block: 0.01; CHT inh: inactive

Results for Cc1cc(C)cc(C(=O)N[C@@H](C)C(=O)N2CCC3(CC2)NCCc2[nH]cnc23)c1 ?
Kir21 block: -0.54; CHT inh: inactive

Results for Cc1cc(CN2CCN(CCC#N)CC2)c(O)c(C2(C)CCCCC2)c1 ?
Kir21 block: 1.5; CHT inh: inactive

Results for CCOc1cc(/C=C(\C#N)C(=O)NCC2CCCO2)ccc1OCC(N)=O (stereo not given) ?
Kir21 block: -0.31; CHT inh: inactive

How did CC1CCN(C(=O)CSc2nc3cccnc3n2C)CC1 do in these assays?
Kir21 block: 0.16; CHT inh: inactive

How did CC(=O)/C=C1/SC(CC(=O)O)C(=O)N1c1ccccc1 (stereo not given) do in these assays?
Kir21 block: 1.1; CHT inh: inactive

What do the screens show for `COCCN(CCOC)S(=O)(=O)c1ccc(C(=O)Nc2ccc([N+](=O)[O-])cc2OC)cc1`?
Kir21 block: -0.02; CHT inh: inactive

Results for Cc1nn(-c2ccccc2)c(C)c1NC(=O)COC(=O)CCCOc1ccccc1 ?
Kir21 block: -1.8; CHT inh: inactive

Arranged by formula weight (largest number first): some entries from above
Results for COc1ccc2nc(SCC(=O)N3CCN(c4ccc(F)cc4)CC3)c(C#N)cc2c1 ?
Kir21 block: -0.16; CHT inh: inactive

Results for Cc1cc(C)cc(C(=O)N[C@@H](C)C(=O)N2CCC3(CC2)NCCc2[nH]cnc23)c1 ?
Kir21 block: -0.54; CHT inh: inactive

Results for Cc1nonc1CN(C)C(=O)CC1C(=O)NCCN1Cc1ccc(F)c(F)c1 (stereo not given) ?
Kir21 block: -0.49; CHT inh: inactive

Results for CCOc1cc(/C=C(\C#N)C(=O)NCC2CCCO2)ccc1OCC(N)=O (stereo not given) ?
Kir21 block: -0.31; CHT inh: inactive

What do the screens show for `O=C(CCCCn1c(=O)[nH]c2ccsc2c1=O)NCc1cccnc1`?
Kir21 block: 0.02; CHT inh: inactive

Results for Cc1cc(CN2CCN(CCC#N)CC2)c(O)c(C2(C)CCCCC2)c1 ?
Kir21 block: 1.5; CHT inh: inactive

How did CCN=C(NCC)SC1CC(=O)N(CCc2ccccc2)C1=O (stereo not given) do in these assays?
Kir21 block: 1.1; CHT inh: inactive

How did O=C(c1ccc(-c2cccc(Cl)c2Cl)o1)N1CCOCC1 do in these assays?
Kir21 block: 0.01; CHT inh: inactive

How did CC1CCN(C(=O)CSc2nc3cccnc3n2C)CC1 do in these assays?
Kir21 block: 0.16; CHT inh: inactive

How did CC(=O)/C=C1/SC(CC(=O)O)C(=O)N1c1ccccc1 (stereo not given) do in these assays?
Kir21 block: 1.1; CHT inh: inactive

Results for CCOC(=O)c1cc([N+](=O)[O-])sc1NC(=O)CC ?
Kir21 block: 0.9; CHT inh: inactive
